From PubChem
MITF primary – blocks human microphthalmia-associated transcription factor; O75030; inhibition, % at 2.6 µM; 650,000 tested, 0.91% active; AlphaScreen MITF homodimerization, bead proximity signal; in the data active means inhibition above about 50%;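 further: 0% = vehicle wells with protein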
Target sequence (O75030 whole entry, looked up): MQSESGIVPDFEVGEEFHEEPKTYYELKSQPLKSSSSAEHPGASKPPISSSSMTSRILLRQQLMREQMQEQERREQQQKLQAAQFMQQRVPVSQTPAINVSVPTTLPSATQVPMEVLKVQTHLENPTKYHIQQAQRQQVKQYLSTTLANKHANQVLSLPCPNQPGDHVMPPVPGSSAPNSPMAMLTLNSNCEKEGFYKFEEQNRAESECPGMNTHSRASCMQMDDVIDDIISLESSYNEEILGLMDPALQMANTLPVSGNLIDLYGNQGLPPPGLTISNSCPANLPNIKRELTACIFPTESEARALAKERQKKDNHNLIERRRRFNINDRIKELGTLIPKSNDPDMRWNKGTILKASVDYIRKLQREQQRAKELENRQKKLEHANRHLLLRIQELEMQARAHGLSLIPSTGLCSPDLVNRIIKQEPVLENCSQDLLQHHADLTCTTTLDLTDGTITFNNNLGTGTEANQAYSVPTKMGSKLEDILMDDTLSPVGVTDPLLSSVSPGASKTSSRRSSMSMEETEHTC
GPR151 ag – activates the human receptor GPR151; PathHunter beta-arrestin GPR151 cells, luminescence; 650,000 tested, 1% active; activation, % at 11.2 µM; AID 1508602; Q8TDV0; in the data active means activation above about 4.9%;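 further: 0% = median of compound wells and 100% = cells with positive control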
Target sequence (Q8TDV0 whole entry, looked up): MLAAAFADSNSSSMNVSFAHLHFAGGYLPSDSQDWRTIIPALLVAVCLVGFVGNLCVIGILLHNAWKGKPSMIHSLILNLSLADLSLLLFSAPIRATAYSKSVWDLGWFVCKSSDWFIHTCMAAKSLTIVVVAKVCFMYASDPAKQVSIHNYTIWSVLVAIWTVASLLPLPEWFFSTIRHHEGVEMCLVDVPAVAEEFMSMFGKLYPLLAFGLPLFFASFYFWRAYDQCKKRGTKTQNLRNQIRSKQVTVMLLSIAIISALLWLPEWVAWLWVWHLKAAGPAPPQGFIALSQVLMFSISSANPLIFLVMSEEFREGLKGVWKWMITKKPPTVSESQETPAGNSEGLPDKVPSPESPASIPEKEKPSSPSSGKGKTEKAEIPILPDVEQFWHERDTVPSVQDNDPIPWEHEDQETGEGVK
FBW7 activator – activators of human E3 ligase FBW7; 650,000 tested, 0.13% active; Q969H0; normalized activity (activation), % at 26.1 µM; AlphaScreen FBW7–phospho-cyclin E peptide binding, activator screen; in the data active means normalized activity above about 1.9%;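 further: purified mutant Fbw7 with reduced substrate affinity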
TEAD-YAP inh – TEAD-YAP interaction inhibition | HEK-TIYL cells, TEAD-Gal4/YAP UAS-luciferase luminescence | inhibition, % at 9.12 µM | 640,000 tested, 1.4% active; in the data active means inhibition above about 32%;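 further: 0% = median of test compound wells and 100% = reference inhibitor wells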
An asterisk follows results filed as active; & = joins results of further samples.

Molecule	MITF primary	TEAD-YAP inh	GPR151 ag	FBW7 activator
COc1cc([N+](=O)[O-])ccc1NC(=S)NCc1ccc(S(N)(=O)=O)cc1	32	1	-1.0	0.6
CCCCCOc1ccc(OC(=O)c2ccc(C(=O)Oc3ccc(OCCCCC)cc3)nc2)cc1	8	7	-0.4	0.5
Cc1ccc(N=C2NC(=O)/C(=C\c3ccc(C(C)C)cc3)S2)cc1	9	0	0.2	-0.1
CC1(C)CC(=O)C2=C(C1)NC(=O)CC2c1ccc(C(C)(C)C)cc1 (stereo not given)	70*	8	-0.4	0.2
CCOC(=O)c1cnc2c(C)c(Cl)ccc2c1Nc1ccc(I)cc1	3	-4	-0.3	0.1
Cc1cc(C)cc(NC(=O)CN2CCN(c3ncccn3)CC2)c1	9	12	0.8	0.4
Cc1ccc(C(=O)Nc2cc([N+](=O)[O-])ccc2C)o1	15	-10	4.6	-0.1
O=C(NCCc1nc(-c2ccc(Cl)cc2)n[nH]1)c1ccco1	-1	2	4.5	0.0
O=C(NC1CCCCCC1)c1ccc2c(=O)n3c(nc2c1)CCCCC3	12	-12	-1.8	0.2
CCCc1[nH]n(-c2ccc(F)cc2)c(=O)c1C=NCCc1ccc(Cl)cc1	2	0	0.4	-0.2
CC1(C)CC(=O)C(C=NCCN2CCN(C(=O)NC34CC5CC(CC(C5)C3)C4)CC2)=C(O)C1	3	0	0.3	0.3
CCN(CC)C(=O)CSc1nc2c(sc(=S)n2-c2ccccc2C)c(=O)n1-c1ccccc1	17	5	1.9	-0.1
O=C(Nc1cc(Cl)ccc1Cl)c1ccc(S(=O)(=O)N2CCCC2)cc1	0	6	0.2	-0.1
O=C(CCCn1c(SCC(=O)NCCc2ccccc2)nc2ccccc2c1=O)NCc1ccco1	-5	2	-0.4	0.0
Cc1c(-c2ccccc2)c(=O)oc2ccc(OS(C)(=O)=O)cc12	26	1	0.1	0.7
CCCCc1ccc(-c2nc(C=Nc3ccc(F)cc3)c(O)o2)cc1	4	5	-0.3	0.0
CCCCCc1c(C)c(C#N)c2nc3ccccc3n2c1NCCc1ccc(OC)c(OC)c1	1	-3	1.3	0.2
NC(=O)N/N=C(/c1ccc2c(c1)OCCO2)C1CC1	10	2	-0.8	0.1
Cc1nnc(SCC(=O)Nc2cc(Cl)cc(Cl)c2)n1N	12	-7	-0.2	0.3
COc1cc(C=O)ccc1OC(=O)c1cccc(Cl)c1	-22	-3	-1.5	-0.1
OC(COCC1CCCO1)CN1CCCC(C(F)(F)F)C1 (stereo not given)	30	9	4.4	-0.1
COc1ccc(C2/C(=C(/O)c3ccccc3)C(=O)C(=O)N2CCCn2ccnc2)cc1 (stereo not given)	0	-2	0.1	0.1
Cc1cc(C(=O)NCc2cccnc2)on1	6	-2	-0.3	0.9
COC(=O)C(NC(=O)c1ccccc1C(F)(F)F)c1ccccc1 (stereo not given)	-2	-2	0.4	0.1
CN(C)c1ccc(/C=C2N=C(/C=C/c3ccccc3)OC/2=O)cc1	-1	11	-0.4	-0.1
CN(C)c1ccc(C2CC(=O)c3cnc(NCCN4CCOCC4)nc3C2)cc1 (stereo not given)	1	-2	1.1	0.0
CCOC(=O)C1=C(C)N=c2s/c(=C\c3ccccc3F)c(=O)n2C1c1ccc(OC)c(OC)c1 (stereo not given)	5	10	0.2	-0.1
Cc1csc(NC(=O)Cc2ccc(Cl)cc2)n1	1	-41	0.7	0.8
O=C(Nc1ccc([N+](=O)[O-])cc1)Nc1cc(C(F)(F)F)ccc1-n1ccnc1	7	-4	1.3	0.3
Clc1nc(N2CCCCCC2)c2c(ncn2Cc2ccccc2)n1	4	-1	1.4	0.1
COc1ccc(S(=O)(=O)N(C)CC(=O)Nc2ccc(S(N)(=O)=O)cc2)cc1	-14	-1	0.7	0.3
COCCNc1nc(CN2CCCCC2C(=O)OC)nc2c(C)cccc12 (stereo not given)	-10	3	0.0	-0.2
CCN(Cc1ccccc1)C(=O)COC(=O)/C(C#N)=C/c1ccc(OC)cc1	-3	-7	1.2	-0.1
O=C1NCCN(Cc2cccc(F)c2)C1CC(=O)N(CCO)Cc1ccccc1 (stereo not given)	-1	1	-0.4	-0.1
COc1ccccc1NC(=S)NCc1ccc2c(c1)OCO2	-18	10	-1.3	0.0
O=C(Cc1ccccc1)Nc1ccc(Cl)c(Cl)c1	13	2	0.2	0.2
CC(=O)NCCC(=O)Oc1c(C)ccc(C)c1C	11	0	-0.5	0.1
CCOC(=O)COc1ccc2c(c1)c(C(C)=O)c(C)n2-c1ccc(OCC)cc1	5	-3	-0.6	0.3
CCOC(=O)CSC1=NN2CCCC(=O)N=C2S1	-11	-7	-0.7	0.0
COc1ccc(C2=N/C(=C\c3coc4ccccc4c3=O)C(=O)O2)cc1OC	-7	10	0.0	-0.1
CCOCCCNC1CCN(c2ccc(NC(=O)c3cccc(Cl)c3)cc2)CC1	12	27	17*	0.0
CCCCN(CC)C(=O)c1c[nH]c2ccc(S(=O)(=O)N(C)c3ccc(CC)cc3)cc2c1=O	1	4	0.0	-0.1
Cc1ccc(OCc2nnc(SC(C)C)n2C)cc1	10	-27	0.0	-0.1
Cc1ccc(CNC(=O)c2cn3cc(C)sc3n2)o1	21	15	-0.2	0.1
Cc1ccc(-n2cc(-c3ccccc3)c3c(N4CCC(C)CC4)ncnc32)cc1Cl	-5	-2	0.5	-0.2
Cc1c(C(=O)N2CCC(Cc3ccccc3)CC2)sc2ncnc(N(C)c3ccccc3)c12	-2	-14	-1.0	-0.2
Cc1cc(C)c2cc3c(N)c(C(=O)NC(C)(C)C)sc3nc2c1	10	-6	1.3	0.0
CCCCCCOC(=O)C1=C(C)NC(=O)NC1c1cccc(OC)c1OC (stereo not given)	-3	7	1.4	-0.2
O=c1c2c(nc3nc(Cc4ccccc4)[nH]n13)CCC2	7	17	2.8	0.2
CCOc1cc(C(=O)N2CCCC2)cc(Br)c1OC	-24	-4	1.3	-0.1
COc1ccc(OC)c(CNC(=O)c2cc3c(=O)n(C)c4ccccc4c3n2C)c1	-16	-11	-0.8	0.1
Fc1cccc(CN2CCC(N3CCN(c4ccccc4)CC3)CC2)c1	77*	-2	0.5	0.2
CCOC(=O)C1=C(N)Oc2c(c(=O)[nH]c3ccc(OC)cc23)C1c1ccccc1 (stereo not given)	6	8	-2.2	-0.1
CCOc1c(Br)cc(C2NC(=O)NC(C)=C2C(=O)OC)cc1OC (stereo not given)	-16	-5	-0.3	0.0
CCOc1ccc(/C=C2\N=C(c3ccc(C)cc3)OC2=O)cc1	5	7	-0.7	-0.1
COc1ccc(Br)cc1C(=O)Nc1sc2c(c1C(N)=O)CCCC2	-14	6	0.6	-0.2
Cc1cccc(NC(=O)CCc2c(C)nc3nc(CNC(=O)OC(C)(C)C)nn3c2C)n1	-1	-1	2.6	-0.2
Cc1ccc(S(=O)(=O)CCC(=O)NC2CCCCC2C)cc1 (stereo not given)	4	-8	-0.2	-0.1
CC1=Nc2ccccc2/C1=C/c1sc(=O)n(CC(=O)Nc2ccccc2F)c1O	10	17	-0.6	0.1
O=C(NCc1ccccn1)C(=O)Nc1nc2ccccc2s1	0	-40	-0.1	-0.1

Next section.
Molecule	MITF primary	TEAD-YAP inh	GPR151 ag	FBW7 activator
Cc1cc(NC(=O)c2cc(-c3ccc(C(C)(C)C)cc3)nc3ccccc23)no1	-16	-14	-1.4	-0.3
c1ccc(-c2c(CN3CCOCC3)cnc3ccccc23)cc1	9	-11	0.4	0.1
FC(F)(F)c1cccc(CNc2cc(-c3ccccc3)ncn2)c1	13&-7	4&-5	0.4&1.2	0.5&0.3
O=C(CN1CCN(C(=O)c2ccccc2)CC1)Nc1ccc(Br)cn1	13	-3	5.6*	0.2
COc1ccc(OC)c(/C=N\NC(=O)CNc2ccccc2C)c1	63*	14	-0.8	0.0
Cc1nn(C)c2nc3c(cc12)C(=O)CC(C)(C)C3	-7	-13	-0.1	0.1
O=C(Nc1nc(-c2ccncc2)cs1)c1ccc(S(=O)(=O)N2CCCc3ccccc32)cc1	0	-1	0.8	0.1
CN(C1=NS(=O)(=O)c2ccccc21)c1ccc(OC(=O)c2ccccc2)cc1	16	-8	-1.8	0.0
C=CCn1c(=C(C#N)C#N)s/c(=C\c2cccc(Br)c2)c1=O	-4	-1	1.5	0.0
COc1ccc(-n2c(=O)[nH]c3sc(C)c(C)c3c2=O)c(OC)c1	8	1	0.5	-0.1
C=CCOC(=O)C1=C(C)NC(C)=C(C(=O)OCC=C)C1c1ccc(C(C)(C)C)cc1	-11	-13	1.5	-0.1
COc1ccc(C2=NOC(C(=O)NCC3CCCO3)C2)cc1 (stereo not given)	-10	-12	0.4	0.3
Cc1ccc(-c2[nH]nc3c2C(c2cccc(O)c2)C(C#N)=C(N)O3)cc1 (stereo not given)	-7	-4	1.4	-0.2
Cc1ccc(-n2c(SCC(=O)NCc3ccccc3Cl)nc3c(sc(=S)n3-c3ccccc3C)c2=O)cc1	-2	-9	0.7	0.1
COC(=O)c1ccc(C(=O)Nc2ccc(S(=O)(=O)Nc3nccs3)cc2)cc1	7	-6	0.9	-0.1
O=C(CSc1c2c(nc3ccc(Cl)cc13)CCCC2)NCCCN1CCCC1=O	4	-7	-0.7	-0.2
O=C(Nc1ccccc1)/C(=C/c1ccc2c(c1)OCO2)NC(=O)c1ccco1	3	8	1.1	-0.1
CCC(=O)N1CCc2cc(S(=O)(=O)NC(C(=O)NC3CCCCC3)C(C)C)ccc21 (stereo not given)	-10	-8	0.4	0.0
Cc1ccc2cc3c(N)nn(C(=O)c4cccc(F)c4)c3nc2c1	-9	-13	0.7	0.3
CC[C@@H](Cn1nc(-c2cccs2)ccc1=O)NC(=O)C1CC1	1	-4	0.5	-0.1
Nc1ccc(C(=O)Oc2ccccc2)cc1	2	1	-1.3	0.0
Cc1n[nH]c(C)c1CN(C)Cc1c(C(=O)N(C)CCc2ccccc2)nc2c(C)cccn12	15	-9	-1.5	0.1
COc1ccccc1N1CCN(S(=O)(=O)c2ccc3ccccc3c2)CC1	6	9	-1.2	0.5
CCC(CO)n1c(SCc2cc([N+](=O)[O-])cc3c2OCOC3)nc2ccccc2c1=O (stereo not given)	7	1	-1.9	-0.1
O=C1NC(NS(=O)(=O)c2ccccc2)(C(F)(F)F)C(=O)N1c1ccc(Cl)cc1 (stereo not given)	-7	4	5.9*	-0.1
CC(=O)c1cc(C(=O)N2CCc3nnc(Cc4ccccc4)n3CC2)cs1	-2	-1	2.4	0.0
Cc1sc2ncn(CC(=O)NCC(=O)NCc3cccnc3)c(=O)c2c1C	11	-4	0.2	0.0
Cc1cccc(NS(=O)(=O)c2ccc(NC(=O)c3ccc([N+](=O)[O-])cc3)cc2)c1	-7	35*	2.8	0.2
NC(=O)CSc1nnc(-c2ccco2)n1Cc1ccco1	9	-2	-0.8	0.1
Cc1cc(-c2nnc(SCc3ccccn3)o2)no1	7	-3	0.5	-0.3
COc1cccc(/C=N/NC(=O)C(C)Oc2cccc3ccccc23)c1 (stereo not given)	4	-8	0.3	-0.1
COC(=O)c1sccc1NC(=S)N1CCCCCC1	9	1	2.7	0.0
Cc1nc(NC2CCCCC2)ncc1C(=O)NC1CCCCC1	6	1	1.2	-0.1
COc1cccc(C(=O)N2CCN(C(=O)c3ccccc3F)CC2)c1OC	-1	-1	-0.7	0.0
CCOc1ccc(NC(=O)C2CCN(c3nc4ccc(OCC)cc4s3)CC2)cc1	-3	12	1.1	0.1
Cc1nc(NCCNC(=O)Nc2cccc(C)c2C)cc(N2CCOCC2)n1	-1	3	0.3	-0.1
CC(NC(=O)Nc1ccc(Br)cc1Br)(C(F)(F)F)C(F)(F)F	6	1	-0.2	0.0
Cc1ccc(C)c(CSCC(Nc2ccc(C(=O)O)cc2[N+](=O)[O-])C(=O)O)c1 (stereo not given)	13	1	-1.8	0.1
CCc1ccc(NC(=O)Nc2nnc(N3C(C)CCCC3C)s2)cc1 (stereo not given)	-2	-2	0.3	-0.1
O=C(CSc1nnc2ccc(-c3ccc(Br)cc3)nn12)N1CCCC1	13	7	-0.3	-0.1
CC(C)(C)C(=O)NCC(c1cccnc1)N1CCN(c2ccccc2)CC1 (stereo not given)	2	-2	0.1	-0.2
CC1CCCCN1S(=O)(=O)c1ccc2[nH]c(=O)cc(C(=O)NCCN3CCCC3)c2c1 (stereo not given)	-2	-5	-0.3	-0.1
